VIM-2 inhibitor – inhibitors of Pseudomonas aeruginosa VIM-2 metallo-beta-lactamase | actives 0.89% (n = 290,000) | inhibition, % at 5.6 µM | purified VIM-2, nitrocefin hydrolysis, epi-absorbance fluorescence;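 active = inhibition above the mean of all tested compounds plus 3 SD, cutoff set per screening run, cut at about 7.5% in these data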;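 also: red hydrolysis product quenches plate fluorescence so inhibitors raise well fluorescence; 0% = enzyme with DMSO and 100% = DMSO without enzyme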
p-CIP stab down – p/CIP protein destabilization | F442A p/CIP-EGFP cells, EGFP fluorescence, 16 h | decrease of EGFP signal, % at 10 µM | actives 0.01% (n = 290,000);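 active = EGFP signal decrease of at least 30% at 10 µM or well 3 SD below plate mean, unless failing retest; inactive = the rest, including hits failing retest or dose response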; also: some compounds called inactive have numbers as strong as hits; many of its hits are not listed in these tables
SUMO HTRF inh – inhibitors of human SUMOylation (UBC9) | actives 0.36% (n = 290,000) | P63279 | HTRF SUMOylation assay, SAE1/SAE2 + UBC9, in vitro | inhibition, % at 35 µM; in the data active = inhibition above about 50%, passing the limit was not always enough; also: strong numbers were not always called active
MEKK3 PB1 HTS – MEKK3-MEK5 PB1 interaction, increase or decrease; Q99759; bead-based flow cytometry, Alexa488-MEK5 binding to MEKK3; actives lie on both sides; 0 = blocked by unlabeled MEK5, 100 = vehicle; binding response (% of control), % at 10 µM; actives 1.4% (n = 290,000);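 active = binding response more than 3 SD above or below the average of its plate-row segment, actives on both sides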;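 also: Alexa488 bead fluorescence after subtracting the streptavidin-only scavenger bead signal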
IMP-1 inh – blocks Pseudomonas aeruginosa IMP-1 metallo-beta-lactamase; purified IMP-1, nitrocefin hydrolysis, epi-absorbance fluorescence; inhibition, % at 5.6 µM; actives 0.45% (n = 290,000); AID 1556;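 active = inhibition above the mean plus 3 SD of all compounds in the same screening run, cut at about 4.5% in these data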;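 also: 0% = IMP-1 with DMSO and 100% = DMSO wells lacking enzyme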
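System: Purified recombinant IMP-1 metallo-beta-lactamase enzyme | Measured by: Fluorescence quenching readout, ex 480/em 530 nm | Replication: Singlicate | Incubation: 15 min preincubation plus 25 min reaction at 25 °C | Evaluation: Percent inhibition from optical density relative to buffer-blank wells | Benchmarks: DMSO with and without IMP-1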
NS3 helicase inh – HCV NS3 helicase inhibition | NS3 helicase DNA unwinding, Cy5 molecular beacon fluorescence | inhibition, % at 10.9 µM | actives 0.56% (n = 290,000);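 active = inhibition above the mean of all tested compounds plus 3 SD, set per campaign, cut at about 35% in these data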;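 also: 0% = DMSO wells and 100% = thioflavine S control wells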
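Control set: DMSO versus 110 µM thioflavine S; Material: NS3 helicase fragment of HCV; Measured by: Cy5 fluorescence at 0 and 60 min, beacon hairpin quenching; Read-out basis: percent inhibition from t60/t0 fluorescence ratio; Times: reaction time 60 min, 25 °C; Repeats: single replicate; Compound dosing: single dose, 10.9 µM nominal final, DMSO 0.8% final.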
DNA FID counter – counter-screen for HCV NS3 helicase inhibitors: DNA intercalator displacement. DNA fluorescent intercalator displacement, fluorescence. inhibition, % at 7.9 µM. actives 0.17% (n = 290,000); in the data active = inhibition above about 37%;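 also: 0% = vehicle and 100% = reference compound; higher means more ethidium bromide displaced from hairpin DNA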
IDE act – boosts human insulin-degrading enzyme activity in HEK cells; FAbeta-B cleavage, fluorescence polarization; 0% vehicle, 100% cell-free pure enzyme wells; actives 0.073% (n = 340,000); activation, % at 5.96 µM; P14735;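 active = activation above the mean of all tested compounds plus 3 SD, set per screening campaign, cut at about 17% in these data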
Target sequence (P14735 whole entry, looked up): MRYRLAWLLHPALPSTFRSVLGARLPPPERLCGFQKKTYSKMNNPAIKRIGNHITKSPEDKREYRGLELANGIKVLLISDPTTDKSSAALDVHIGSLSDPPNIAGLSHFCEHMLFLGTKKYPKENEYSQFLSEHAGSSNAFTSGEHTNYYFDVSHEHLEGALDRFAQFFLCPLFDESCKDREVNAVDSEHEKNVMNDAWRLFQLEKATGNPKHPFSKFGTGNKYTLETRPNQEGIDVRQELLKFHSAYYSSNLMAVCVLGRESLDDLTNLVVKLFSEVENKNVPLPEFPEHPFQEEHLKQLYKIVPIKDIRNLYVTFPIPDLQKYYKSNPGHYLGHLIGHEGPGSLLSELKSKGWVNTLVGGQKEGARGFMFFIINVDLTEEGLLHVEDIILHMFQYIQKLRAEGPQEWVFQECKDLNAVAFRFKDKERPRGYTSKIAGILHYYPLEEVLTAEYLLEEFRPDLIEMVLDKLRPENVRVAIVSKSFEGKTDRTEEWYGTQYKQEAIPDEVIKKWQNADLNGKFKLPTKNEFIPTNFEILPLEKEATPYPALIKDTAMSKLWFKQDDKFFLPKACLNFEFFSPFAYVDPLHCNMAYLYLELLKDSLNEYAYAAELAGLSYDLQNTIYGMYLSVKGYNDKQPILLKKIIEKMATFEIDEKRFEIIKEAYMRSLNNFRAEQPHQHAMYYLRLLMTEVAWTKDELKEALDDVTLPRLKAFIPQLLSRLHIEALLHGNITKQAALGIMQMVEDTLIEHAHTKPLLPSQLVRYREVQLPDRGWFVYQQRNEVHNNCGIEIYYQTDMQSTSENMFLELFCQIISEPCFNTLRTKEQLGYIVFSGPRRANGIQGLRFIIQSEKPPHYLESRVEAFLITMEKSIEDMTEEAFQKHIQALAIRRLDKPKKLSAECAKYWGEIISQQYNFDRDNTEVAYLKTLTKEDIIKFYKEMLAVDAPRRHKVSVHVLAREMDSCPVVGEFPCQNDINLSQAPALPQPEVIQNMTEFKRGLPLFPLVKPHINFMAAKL
PHOSPHO1 block – inhibitors of human PHOSPHO1 phosphatase; Q8TCT1; recombinant PHOSPHO1, absorbance phosphatase assay; inhibition, % at 13.3 µM; actives 1.1% (n = 290,000); AID 1565; in the data active = inhibition above about 60%
* = called active by the depositor; nt = no result given. The list is partial, so the mix of outcomes need not match the whole.

SMILES | VIM-2 inhibitor | p-CIP stab down | SUMO HTRF inh | MEKK3 PB1 HTS | IMP-1 inh | NS3 helicase inh | DNA FID counter | IDE act | PHOSPHO1 block
O=C1NC(c2ccccc2OC(F)F)Oc2ccccc21 (stereo not given) | -1.8 | -22 | 18 | 90 | -1.6 | -4 | -7 | -2 | 12
COc1ccccc1NC(=S)Nc1ccc2cn[nH]c2c1 | -2.5 | 22 | 11 | 54 | -1.3 | -8 | 2 | 0 | -28
COc1cc(/C=c2\s/c(=C(/C#N)C(=O)N3CCCC3)n(-c3ccccc3)c2=O)ccc1O | -2.4 | -20 | 28 | 104 | -3.5 | 0 | -3 | -120 | -3
CCOc1ccc(NC(=O)c2cc3c(C)nc4ccccc4c3o2)cc1 | -2.8 | -2 | 0 | 92 | -2.3 | 1 | -2 | -9 | 10
Cn1c(SCC(=O)Nc2nccs2)nnc1C1CC1 | -2.5 | 15 | -7 | 101 | -1.2 | 5 | -3 | 1 | 21
CCc1nc2c3cnn(-c4cc(Cl)ccc4C)c3ncn2n1 | -1.6 | -5 | 24 | 103 | 1.3 | 3 | -7 | 5 | 4
O=c1c2ccccc2nnn1CCO | -3.0 | -10 | 15 | 102 | -3.1 | -6 | -1 | 1 | 20
CC1CCCN(S(=O)(=O)c2ccc(CN3C(=O)c4cccnc4C3=O)cc2)C1 (stereo not given) | 1.4 | 4 | 3 | 95 | -0.1 | -2 | -30 | 4 | 2
O=C(CSc1ccccc1)NC(=O)NCc1ccccc1 | -2.5 | -2 | -6 | 94 | -3.0 | -9 | -13 | 5 | 20
O=C(N/N=C/c1ccc(O)c(O)c1)c1cc(-c2ccccc2)nc2ccccc12 | -1.4 | 5 | -9 | 104 | -3.2 | -12 | -7 | 4 | nt
CN(C)S(=O)(=O)NCC1CCCN(Cc2cc3ccccc3s2)C1 (stereo not given) | -3.6 | nt | nt | 106 | -2.2 | -3 | -3 | -2 | nt
CC(C)CNC(=O)C(=O)NCc1ccccc1 | -2.4 | 0 | 1 | 96 | -2.8 | -1 | -2 | 2 | 49
CCOC(=O)C1(C(=O)OCC)CC1c1ccccc1 (stereo not given) | -0.8 | -14 | 9 | 95 | -1.1 | -2 | 1 | -6 | 6
O=C(O)Cc1ccc(NC(=O)C2CC=CCC2C(=O)O)cc1 (stereo not given) | -4.1 | -4 | 1 | 102 | -4.2 | 1 | -1 | nt | -1
O=C(CSC1=NCCS1)NC(c1ccccc1)c1ccccc1 | -1.9 | -10 | 16 | 102 | -1.0 | -2 | 0 | -1 | -2
COc1ccc(NC(=O)N2CCc3ccccc3C2)cc1OC | -2.0 | -9 | 18 | 97 | -0.9 | 6 | -19 | 1 | 28
COc1cc(CO)ccc1OCc1ccc(Cl)nc1 | -1.5 | 1 | -1 | 100 | -3.0 | -9 | -7 | -6 | 17
O=C1CC(NC(=O)c2ccc(Cl)cc2)C(=O)N1 (stereo not given) | 0.3 | 8 | 13 | 100 | 0.1 | 2 | 3 | 4 | -10
CCN(CC)S(=O)(=O)c1ccc(C)c(NC(=S)N2CCN(Cc3ccc4c(c3)OCO4)CC2)c1 | -0.1 | -6 | -21 | 104 | -1.5 | -3 | -12 | 7 | -3
Cc1ccc(S(=O)(=O)N(C)CC(=O)NCCCc2ccccc2)cc1 | 1.2 | -2 | -6 | 106 | -2.1 | 4 | -30 | 1 | 19
COc1cccc(CNC(=O)C2CCN(S(=O)(=O)c3ccc4c(c3)NC(=O)C(C)S4)CC2)c1 (stereo not given) | -1.8 | -5 | 2 | 109 | -2.4 | -6 | -59 | 4 | 45
COc1cccc(NC(=O)CCN2CCC(C(N)=O)CC2)c1 | -2.1 | 10 | -2 | 91 | -0.7 | -3 | -3 | -3 | -5
Cc1cccc(OCCCC(=O)N2CCCc3ccccc32)c1C | -5.3 | -3 | -6 | 97 | -7.1 | 15 | -21 | -4 | -11
CCCC(=O)N1N=C(c2ccccc2)CC1c1cn(C)c2ccccc12 (stereo not given) | -3.0 | -14 | 5 | 134* | -1.6 | -1 | -18 | 4 | -37
CCOC(=O)C1CCN(C(=O)c2cccc(Cl)c2)CC1 | -0.1 | 2 | 0 | 101 | -4.4 | -5 | -2 | 2 | -2
CCC(C)C1NC(=S)N(Cc2ccccc2)C1=O (stereo not given) | -3.5 | -10 | -3 | 83 | 1.2 | -3 | -1 | 2 | 9
COc1cc(/C=N/N2CCOCC2)ccc1OCc1ccc(Cl)cc1 | -5.0 | -34 | -2 | 106 | -4.2 | 1 | -7 | -3 | -10
NC(=O)c1nsc(C(=O)N(CC(=O)NC2CCCC2)c2cnc3ccccc3c2)c1N | -0.6 | 7 | -7 | 100 | -1.2 | -1 | -20 | nt | 2
CCOC(=O)N1CCN(Cc2ccc(O)c3ncccc23)CC1 | -2.4 | 9 | -45 | 100 | -3.3 | 9 | -2 | nt | -99
COC(=O)c1ccc(/C=N\NC(=O)c2c(C)nc3ccc(Cl)cn23)cc1 | -0.7 | 3 | 10 | 106 | -0.6 | 9 | -4 | 5 | 30
CCn1c(=O)c(C(=O)CC#N)c(N)n(Cc2ccccc2)c1=O | -1.7 | -2 | 15 | 92 | 0.2 | 1 | 1 | 1 | 23
Cc1ccc(NC2=NCCC2)cc1Cl | 4.1 | 2 | 2 | 119 | -0.4 | 3 | 8 | 6 | -48
Cc1ccc(-n2c(C)cc(/C=N/NC(=O)Cn3c4ccccc4c(=O)c4ccccc43)c2C)cc1 | 1.9 | -10 | 5 | 99 | -4.3 | 27 | -9 | 0 | 6
O=C(OCCN1C(=O)c2cccc3c(N4CCOCC4)ccc(c23)C1=O)c1ccc(Cl)cc1Cl | -1.2 | -18 | 34 | 101 | 1.8 | 26 | -1 | -46 | 2
CC(=O)c1cc2c(cc1NC(=O)CN1CCCCC1C)OCO2 (stereo not given) | -2.7 | -1 | 1 | 93 | 2.7 | 1 | 3 | 0 | -7
Cc1c(NC(=O)c2ccc3ncccc3c2)c(=O)n(-c2ccccc2)n1C | -0.9 | -14 | 10 | 100 | 0.3 | -1 | -1 | 0 | 0
CC1CCC(NC(=O)CCS(=O)(=O)c2ccc3c(c2)CCN3C(=O)C2CC2)CC1 (stereo not given) | 0.7 | -6 | 20 | 102 | 0.0 | 6 | -28 | -2 | 14
CCOC(=O)N1CCC(NC(=O)CS(=O)(=O)Cc2nc(-c3ccc(OC)cc3)oc2C)CC1 | -3.8 | -6 | 14 | 103 | -2.7 | 15 | -41 | -1 | 26
Cc1ccc(Nc2ccc([N+](=O)[O-])nc2[N+](=O)[O-])cc1 | -1.7 | 0 | 6 | 97 | -3.5 | 7 | 4 | 6 | -7
Cc1cc(C)cc(NC(=O)CSc2ncc(S(=O)(=O)c3ccccc3)c(=O)[nH]2)c1 | -0.8 | 10 | 23 | 98 | -1.5 | 26 | -24 | nt | -4

Profiles, quoted from the list. Values in the order: VIM-2 inhibitor, p-CIP stab down, SUMO HTRF inh, MEKK3 PB1 HTS, IMP-1 inh, NS3 helicase inh, DNA FID counter, IDE act, PHOSPHO1 block
Cc1ccc(Nc2ccc([N+](=O)[O-])nc2[N+](=O)[O-])cc1 in the list: -1.7, 0, 6, 97, -3.5, 7, 4, 6, -7
Cc1ccc(NC2=NCCC2)cc1Cl in the list: 4.1, 2, 2, 119, -0.4, 3, 8, 6, -48
COc1cccc(NC(=O)CCN2CCC(C(N)=O)CC2)c1 in the list: -2.1, 10, -2, 91, -0.7, -3, -3, -3, -5
O=C(OCCN1C(=O)c2cccc3c(N4CCOCC4)ccc(c23)C1=O)c1ccc(Cl)cc1Cl in the list: -1.2, -18, 34, 101, 1.8, 26, -1, -46, 2

Continued:
SMILES | VIM-2 inhibitor | p-CIP stab down | SUMO HTRF inh | MEKK3 PB1 HTS | IMP-1 inh | NS3 helicase inh | DNA FID counter | IDE act | PHOSPHO1 block
Cc1cc(-c2n[nH]c(=S)n2-c2ccccc2)nn1C | -0.4 | -5 | 3 | 105 | -7.6 | 1 | -6 | -4 | -15
Cc1ccc2nc(SC(C(=O)c3ccccc3)c3ccccc3)nc(C)c2c1 (stereo not given) | -3.9 | -6 | -2 | 96 | -1.6 | -2 | 0 | 4 | -6
COc1ccc(Cn2c(-c3ccc(OC)cc3)nc3c(c(=O)c4ccccc4n3C)c2=O)cc1 | -3.7 | -2 | 6 | 102 | -3.8 | -8 | -5 | nt | 6
Nc1ccc(C(=O)c2cccs2)cc1 | -0.1 | -2 | 5 | 87 | -0.7 | -1 | -2 | 1 | 6

An excerpt of these results, as a markdown table:
| Compound | VIM-2 inhibitor | p-CIP stab down | SUMO HTRF inh | MEKK3 PB1 HTS | IMP-1 inh | NS3 helicase inh | DNA FID counter | IDE act | PHOSPHO1 block |
| --- | --- | --- | --- | --- | --- | --- | --- | --- | --- |
| Cc1cc(-c2n[nH]c(=S)n2-c2ccccc2)nn1C | -0.4 | -5 | 3 | 105 | -7.6 | 1 | -6 | -4 | -15 |
| Cc1ccc2nc(SC(C(=O)c3ccccc3)c3ccccc3)nc(C)c2c1 (stereo not given) | -3.9 | -6 | -2 | 96 | -1.6 | -2 | 0 | 4 | -6 |
| COc1ccc(Cn2c(-c3ccc(OC)cc3)nc3c(c(=O)c4ccccc4n3C)c2=O)cc1 | -3.7 | -2 | 6 | 102 | -3.8 | -8 | -5 | nt | 6 |

Assay outcomes as filed in PubChem BioAssay.
